KCNQ1 block = inhibitors of human KCNQ1 potassium channel; P51787; CHO-K1 KCNQ1, FluxOR thallium flux fluorescence; stronger effect = higher value; B-score at 10 µM; 1.3% of 310,000 active; AID 2642;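 active = compounds whose thallium flux B-score, printed positive for inhibition, exceeds three library SD while starting fluorescence stays within three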;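 note: channel opened by potassium depolarization with thallium stimulus after 20 min compound exposure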
KCNK3 block = human KCNK3 channel inhibition, primary screen; B-score at 10 µM; CHO-KCNK3 thallium flux, FluxOR fluorescence; stronger effect = lower value; 0.84% of 340,000 active; O14649;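 active = B-score under library mean minus 4 SD, starting fluorescence ratio at most library mean plus 5 SD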;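 note: more negative B-score means stronger inhibition of thallium flux through KCNK3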
Platelet DG rel = platelet dense granule release activity. human platelet-rich plasma, SFLLRN dense granule ATP release, luminescence. inhibition, %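 (compounds screened at 7.5 µM in platelet-rich plasma)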. 0.22% of 300,000 active. AID 1663;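 active = mean replicate score, as percent of positive control, at or above 50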
TRPC4 agonist = TRPC4 (mouse) channel activation; B-score at 10 µM; HEK293 TRPC4beta/mu-opioid, Fluo4 calcium fluorescence; stronger effect = higher value; Q9QUQ5; 0.49% of 310,000 active;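 active = B-score above 5 SD of library B-scores, and initial fluorescence ratio not above library mean plus 5 SD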;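 note: positive B-score marks a calcium rise read as TRPC4 activation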
Target sequence (Q9QUQ5 whole entry, looked up): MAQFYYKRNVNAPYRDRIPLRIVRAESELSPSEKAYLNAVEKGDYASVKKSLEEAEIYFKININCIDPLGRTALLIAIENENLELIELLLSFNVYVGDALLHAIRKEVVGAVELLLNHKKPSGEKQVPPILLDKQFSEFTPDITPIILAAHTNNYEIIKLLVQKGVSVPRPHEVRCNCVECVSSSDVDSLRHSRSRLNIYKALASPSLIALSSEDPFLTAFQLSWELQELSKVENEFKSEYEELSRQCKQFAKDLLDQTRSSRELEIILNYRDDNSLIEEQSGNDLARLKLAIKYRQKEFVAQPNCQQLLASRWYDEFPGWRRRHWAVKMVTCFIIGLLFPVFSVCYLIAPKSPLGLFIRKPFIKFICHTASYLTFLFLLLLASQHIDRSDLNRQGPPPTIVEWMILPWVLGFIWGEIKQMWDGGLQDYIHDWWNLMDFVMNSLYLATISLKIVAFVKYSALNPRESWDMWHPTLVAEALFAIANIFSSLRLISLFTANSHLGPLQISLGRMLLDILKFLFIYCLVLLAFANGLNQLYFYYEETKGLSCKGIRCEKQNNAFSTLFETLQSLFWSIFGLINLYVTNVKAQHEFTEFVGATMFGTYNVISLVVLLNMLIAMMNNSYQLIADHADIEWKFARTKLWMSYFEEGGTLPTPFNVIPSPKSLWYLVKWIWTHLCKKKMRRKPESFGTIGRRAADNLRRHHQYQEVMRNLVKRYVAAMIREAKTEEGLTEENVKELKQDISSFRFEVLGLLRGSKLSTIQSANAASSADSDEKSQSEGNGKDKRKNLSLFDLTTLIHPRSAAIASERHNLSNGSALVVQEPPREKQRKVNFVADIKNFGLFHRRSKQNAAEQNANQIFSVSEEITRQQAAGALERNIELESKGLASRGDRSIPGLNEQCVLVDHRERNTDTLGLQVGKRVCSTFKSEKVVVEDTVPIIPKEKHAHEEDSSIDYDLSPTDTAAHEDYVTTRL
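System: HEK293 cells stably co-expressing mouse TRPC4beta and mu-opioid receptor; Schedule: Fluo4 dye loading 45 min at room temperature, 110 s recording; Detection: Fluo4 fluorescence, kinetic; Evaluation: B-scored integrated calcium fluorescence ratio; Controls: buffer (low) and maximal DAMGO (high).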
KCNK9 inh = inhibitors of human KCNK9 two-pore domain potassium channel. Q9NPC2. HEK293 KCNK9, FluxOR thallium flux fluorescence; stronger effect = lower value. B-score at 10 µM. 1.2% of 310,000 active. AID 488922;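 active = ratio B-score over 3 SD below the library mean, with starting fluorescence within 5 SD of its mean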;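 note: negative B-score means less thallium flux so channel inhibition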
Dyrk1A ADPGlo = Dyrk1A (rat) kinase inhibition. ADP-Glo luminescence, NFATc1 peptide. inhibition, % at 12.5 µM. 0.43% of 310,000 active; in the data active = inhibition above about 50%;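 note: plate controls were vehicle with enzyme for no effect and no enzyme for full effect; many of its hits are not listed in these tables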
hERG rescue = hERG (human) protection from proarrhythmic block; Q12809; AID 1511; 0.51% of 310,000 active; activation (rescue from dofetilide block), less the hit threshold, % at 10 µM; CHO-hERG, FluxOR thallium flux, dofetilide IC70 present;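 active = activation above the mean of controls blocked by dofetilide plus 5 SD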;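 note: thallium influx through hERG after potassium depolarization seen as dye fluorescence rise; in these data hits start at about 4.7%; inactives centre near -7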
TRPC4 block = blocks the mouse TRPC4 cation channel; HEK293 TRPC4beta/mu-opioid, DAMGO-evoked Fluo4 calcium flux; stronger effect = lower value; B-score at 10 µM; 0.39% of 300,000 active;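 active = B-score over 3 SD under the library average, no early fluorescence shift, positive overall ratio signal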
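Material: HEK293 cells with stable TRPC4beta plus mu-opioid receptor expression; probe or stimulus: DAMGO in two steps, submaximal then maximal; technique: Fluo4 calcium fluorescence by kinetic imaging, 5 s 1 Hz baseline; measure: integrated fluorescence ratio relative to baseline, converted to per-well B score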
KCNQ1 act = potentiates or activates the human KCNQ1 potassium channel. CHO-K1 KCNQ1, thallium flux FluxOR fluorescence; stronger effect = higher value. B-score at 10 µM. 0.35% of 310,000 active. AID 2648;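 active = fluorescence ratio B-score, a plate-corrected score, at least three library SD, with initial intensity B-score within 5 SD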
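Assay system: CHO-K1 cells stably expressing KCNQ1. Medium: assay buffer for compound exposure, DMSO matched across wells. Timing: 37 °C overnight plating, 90-min dark dye load, 20-min compound pretreatment. Signal: kinetic FluxOR fluorescence, 10 s baseline plus 110 s post-stimulus.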
PolyA inhibitor = blocks polyadenylation in yeast reporter cells. S. cerevisiae SKY197-pL101 polyadenylation reporter, beta-gal luminescence; efflux-impaired pdr1/pdr3 knockout yeast; score 100 = 6 SD above DMSO. calls only at 12 µM. 0.02% of 300,000 active;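 active = lowest replicate activity score at least 50, where 100 means six control SD above control mean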;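 note: yeast exposed to compound for 9 h at 30 °C; higher score means more reporter readthrough which indicates perturbed polyadenylation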
TRPC4 PAM = allosteric potentiators of mouse TRPC4 channel; Q9QUQ5; HEK293 TRPC4beta/mu-opioid, DAMGO EC20, Fluo-4 Ca2+ flux; stronger effect = higher value; B-score at 10 µM; 0.42% of 310,000 active;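 active = B-score of calcium response area above 5 SD of library B-scores, with initial fluorescence ratio within 5 SD of library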;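 note: B-score of integrated fluorescence ratio over time as area under calcium response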
The depositor's hits bear a star; i = inactive; x = no result given. A portion of the library; rates above refer to the full screens.

SMILES	KCNQ1 block	KCNK3 block	Platelet DG rel	TRPC4 agonist	KCNK9 inh	Dyrk1A ADPGlo	hERG rescue	TRPC4 block	KCNQ1 act	PolyA inhibitor	TRPC4 PAM
CCOc1ccccc1N1CCN(C(=O)c2ccc(OCC(=O)N3CCOCC3)c(OC)c2)CC1	i	i	7	i	i	3	-14	i	i	i	i
O=[N+]([O-])c1cc(C(F)(F)F)ccc1NCCNC(=S)Nc1ccc(Cl)cc1	6*	i	-4	i	i	5	-5	i	i	i	i
CCN1CCS/C1=C\C=C\C1=[N+](CC)CCS1	i	i	-3	i	i	2	-16	i	i	i	i
CCCCc1nc2cc(C(=O)NCCc3c(C)n[nH]c3C)ccc2o1	i	i	-11	i	i	x	-4	i	i	i	i
COc1ccccc1N1CCN(C(=S)Nc2ccccc2)CC1	i	i	-2	i	i	11	-12	i	i	i	i
Cc1cccc(N=Cc2cc(Br)cc(Cl)c2O)c1	i	i	1	i	i	-6	4	i	i	i	i
CCCCP(=O)(CCCC)Cc1ccccc1	i	i	3	i	i	-11	-5	i	i	i	i
Cc1ccccc1NC(=O)C1CCCN(S(=O)(=O)c2cccc3cccnc23)C1 (centres undefined)	i	i	12	i	i	17	-10	i	i	i	i
COC(=O)c1cc(=O)n(Cc2ccc(F)cc2)c(=NCc2ccc(F)cc2)s1	i	i	-1	i	i	0	-10	i	i	i	i
COc1ccc(-n2c(Cc3cccn3C)nnc2SCC(=O)NCCc2ccccc2)cc1	i	i	-10	i	i	3	-10	i	i	i	i
COc1ccccc1NC(=O)c1c(C)cc(=O)oc1C	i	i	-1	i	i	5	-2	i	i	i	i
O=C(Cn1ccccc1=S)c1ccc(Cl)c(Cl)c1	i	i	-1	i	i	x	-8	i	i	i	i
c1ccc(-c2noc(-c3ccco3)n2)nc1	i	i	13	i	i	-1	-2	i	i	i	i
CC(C)CCN1CCN(Cc2cc(F)ccc2-n2cccn2)CC1CCO (centres undefined)	i	i	3	i	i	-5	-10	i	i	i	i
CCc1ccc2[nH]c(=O)c(CN(CCN(CC)CC)C(=O)Nc3ccccc3OC)cc2c1	i	i	5	i	i	7	-14	i	i	i	i
C=CCn1c(SCC(=O)Nc2sccc2C(N)=O)nc2sc(CC)cc2c1=O	i	i	-39	i	i	0	-9	i	i	i	i
CN(/N=C/c1ccncc1)c1cnc2ccccc2n1	i	i	5	i	i	48	-21	i	i	i	i
O=C(CN(c1cccc(Cl)c1)S(=O)(=O)c1ccccc1)NN=C1CCCC1	i	i	17	i	i	1	-10	i	i	i	i
CC(C)NC(=O)C(=O)N/N=C/c1ccco1	i	i	6	i	i	-15	-4	i	i	i	i
Cc1ccc(C(=O)NNC(=O)c2ccc3ncccc3c2)cc1	i	i	-2	i	i	x	0	i	i	i	i
COc1ccc(C(=O)NC(=S)N2CCN(c3ccccc3OC)CC2)cc1	i	i	2	i	i	-1	-5	i	i	i	i
O=C(CSc1nc2[nH]ncc2c(=O)[nH]1)NCc1ccc(F)cc1	i	i	30	i	i	-22	-9	i	i	i	i
CCOCCCN(C(=O)Cn1nnc(-c2ccc(OC)c(OC)c2)n1)C(C(=O)NCC1CCCO1)c1ccc(F)cc1 (centres undefined)	i	i	-4	i	i	-9	-9	i	i	i	i
CC(=O)NCCNc1nc2c(-c3cccc(C)c3)nnn2c2ccccc12	i	i	-9	i	i	-2	-6	i	i	i	i
Cn1cc(C(=O)N2CCCCC2)c(=O)c2cc(S(=O)(=O)N3CCCC3)ccc21	i	i	1	i	i	9	-8	i	i	i	i
C/C(=N\NS(=O)(=O)c1ccc(C)c([N+](=O)[O-])c1)c1cccs1	i	i	10	i	i	-2	-6	i	i	i	i
CC(C)n1nnnc1SCC(=O)NCc1ccco1	i	i	6	i	i	1	-6	i	i	i	i
CCN(C(=O)CSc1nc2ccccc2c(=O)n1CCOC)C1CCS(=O)(=O)C1 (centres undefined)	i	i	-3	i	i	x	-4	i	i	i	i
NC(=O)NC(=O)COC(=O)CCCCCNS(=O)(=O)c1ccc2c(c1)OCCO2	i	i	-5	i	i	4	-2	i	i	i	i
CCOC(=O)N1CCN(C(=O)c2ccc3nc4ccc(Cl)cc4c(=O)n3c2)CC1	i	i	-3	i	i	4	-12	i	i	i	i
COc1ccc(CCNC(=O)c2cc(-c3cc(Cl)cc(Cl)c3)oc2C)cc1	i	i	-5	i	i	-2	-10	i	i	i	i
CCOC(=O)c1c(-c2ccc(C)o2)csc1NC(=O)CN1CCOCC1	i	i	-1	i	i	-5	-4	i	i	i	i
CNC(=O)c1c(NC(=O)c2ccc(S(=O)(=O)N3CCCC3)cc2)sc2c1CCN(C(C)C)C2	i	x	-8	i	i	x	-13	i	i	i	i
O=C(Nc1ccc(O)c2c(=O)cc(-c3cccc(Cl)c3)oc12)c1cccc(Cl)c1	i	i	-2	i	i	6	-10	i	i	i	i
O=C(OCc1ccccc1C(F)(F)F)c1cc([N+](=O)[O-])ccc1N1CCOCC1	i	i	12	i	i	0	-6	i	i	i	i
CCOC(=O)CNC(=O)CNC(=O)c1ccc(OC)cc1	i	i	0	i	i	6	-6	i	i	i	i
CC(CCc1ccccc1)NC(=O)N1CCOCC1 (centres undefined)	i	i	-2	i	i	-6	-3	i	i	i	i
COCCNC(=O)c1csc2c1CCCC2	i	i	-1	i	i	1	2	i	i	i	i
OCCNCCCCOc1ccc(OCc2ccccc2)cc1	i	i	-12	i	i	-6	-8	i	i	i	i
CCc1ccc(C(C(=O)NC2CCCCC2)N(C(=O)c2ccccn2)c2cccnc2)cc1 (centres undefined)	i	x	-1	i	i	x	-12	i	i	i	i

In a second layout: three of the compounds above.
molecule,KCNQ1 block,KCNK3 block,Platelet DG rel,TRPC4 agonist,KCNK9 inh,Dyrk1A ADPGlo,hERG rescue,TRPC4 block,KCNQ1 act,PolyA inhibitor,TRPC4 PAM
CCc1ccc(C(C(=O)NC2CCCCC2)N(C(=O)c2ccccn2)c2cccnc2)cc1 (centres undefined),i,x,-1,i,i,x,-12,i,i,i,i
CC(CCc1ccccc1)NC(=O)N1CCOCC1 (centres undefined),i,i,-2,i,i,-6,-3,i,i,i,i
O=C(Nc1ccc(O)c2c(=O)cc(-c3cccc(Cl)c3)oc12)c1cccc(Cl)c1,i,i,-2,i,i,6,-10,i,i,i,i

(list continues)
SMILES	KCNQ1 block	KCNK3 block	Platelet DG rel	TRPC4 agonist	KCNK9 inh	Dyrk1A ADPGlo	hERG rescue	TRPC4 block	KCNQ1 act	PolyA inhibitor	TRPC4 PAM
CCOC(=O)Cn1ncc2c(=O)oc3ccccc3c21	i	i	11	i	i	2	0	i	i	i	i
Cc1ccc(S(=O)(=O)NC(=O)c2ccccc2F)cc1	i	i	-8	i	i	-4	-7	i	i	i	i
Cc1noc(/C=C/N(C)C)c1S(=O)(=O)N1CCC(C(=O)Nc2ccc(Cl)cc2)CC1	i	i	-5	i	i	x	-6	i	i	i	i
C/C(=C\C(=O)O)C12CC3CC(CC(C3)C1)C2	i	i	x	i	i	-1	-8	i	i	i	i
COc1ccc(C(=O)NCCn2cc(SCC(=O)NCc3ccco3)c3ccccc32)cc1	i	i	2	i	i	3	-6	i	i	i	i
O=S(=O)(Cc1cc(N2CCOCC2)nc(-c2ccccn2)n1)c1ccccc1	i	i	-4	i	i	-3	-8	i	i	i	i
CC(=O)N1CCN(c2ccc(NC(=S)NC(=O)c3ccc(C)c([N+](=O)[O-])c3)cc2)CC1	i	i	1	i	i	x	1	i	i	i	i
Cn1c2ccccc2c2cc(C(=O)NNC(=O)CCl)sc21	i	i	-1	i	i	8	-14	i	i	i	i
CCc1nnc(NC(=O)CCC(=O)N2CCCC(O)C2)s1 (centres undefined)	i	i	-17	i	i	-9	-9	i	i	i	i
Cc1[nH]c(=O)[nH]c(=O)c1S(=O)(=O)Nc1ccc(Cl)c([N+](=O)[O-])c1	i	i	-10	i	i	-1	-6	i	i	i	i
CCCc1nc(SCC(=O)c2ccc(F)cc2)c2ccccc2n1	i	i	4	i	i	0	0	i	i	i	i
CN(C)c1ccnc(Nc2ccc(F)cc2)c1C#N	i	i	2	i	i	4	-8	i	i	i	i
CCOc1ccccc1NC(=O)COc1cccc(-n2cnnn2)c1	i	i	-1	i	i	4	-13	i	i	i	i
C=C(C)c1sc(-c2ccccc2)nc1C	i	x	-2	i	i	x	-6	i	i	i	i
Clc1ccc(Oc2nc3c(Cl)cccc3s2)cc1Cl	i	i	12	i	i	-1	-7	i	i	i	i
CC(=O)N(CN1C(=O)c2ccc([N+](=O)[O-])cc2C1=O)c1cccc(C(=O)O)c1	i	i	5	i	i	1	-6	i	i	i	i
Cc1nc2ccc(NC(=O)c3cccc(S(=O)(=O)N4CC(C)OC(C)C4)c3)cc2s1 (centres undefined)	i	i	-9	i	i	-1	-16	i	i	i	i
CN(C)C(CNc1ncnc2ccccc12)c1c(F)cccc1Cl (centres undefined)	i	i	8	i	i	0	-8	i	i	i	i
O=C(NCCc1ccccc1)C1CCN(S(=O)(=O)c2ccccc2)CC1	i	i	10	i	i	6	-9	i	i	i	i
CC(=O)c1cccc(NC(=O)CSc2nnnn2C2CCCC2)c1	i	i	8	i	i	x	-9	i	i	i	i
COCCCn1c(=O)c2ccccc2c2ccccc2c1=O	i	i	3	i	i	0	-11	i	i	i	i
CCNc1nc(SC(C(C)=O)C(C)=O)nc(N(C)C)n1	i	i	-4	i	i	6	-1	x	i	i	i
c1ccc(-c2nc(NCc3cccs3)c3ccccc3n2)cc1	i	i	-2	i	i	-6	-8	i	i	i	i
C=C(Br)CN1CCN(CC(=C)Br)CC1	i	i	5	i	i	1	-7	i	i	i	i
CCOC(=O)C1CCCN(Cc2cc(OC)c(O)c(OC)c2)C1 (centres undefined)	i	i	1	i	i	5	-14	i	i	i	i
Cc1ccc(NC(=O)NCc2ccncc2)cc1Cl	i	i	-4	i	i	5	-9	i	i	i	i
CCCCn1c(SCc2ccc(C(=O)OC)o2)nc2cc(S(N)(=O)=O)ccc21	i	i	-10	i	i	-4	-10	i	i	i	i
O=C(Nc1ccccc1)N1CCSc2ccccc21	i	i	5	i	i	-3	-3	i	i	i	i
COCCN(C(=S)Nc1cccc(OC)c1)C1CCN(C(C)C)CC1	i	i	8	i	i	1	-5	i	i	i	i
Cc1cc(NS(=O)(=O)c2ccccc2)no1	i	i	-11	i	i	2	-2	i	i	i	i
O=C(Cn1nc(-c2ccccc2)ccc1=O)NCCCN1CCOCC1	i	i	1	i	i	-1	-8	i	i	i	i
O=S(=O)(Cc1ccccc1)Nc1ccccc1Br	i	i	3	i	i	0	-1	i	i	i	i
